Bioassay records (PubChem BioAssay)
mHTT CaM bind: mHTT-calmodulin interaction abrogation. P42858. AlphaScreen His-mHTT/GST-CaM binding, luminescence. inhibition, % at 15 µM. actives 3.6% (n = 190,000);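 also: 0% = both proteins with DMSO and 100% = one protein alone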
Pf apPOL inh: Pf-apPOL DNA polymerase inhibition; actives 0.25% (n = 210,000); AID 1794808; Recombinant Pf-apPOL, molecular beacon fluorescence, 1.5 h; inhibition, % at 10 µM
An asterisk follows results filed as active; · = no result given; & = joins results of further samples. Rule as the data show it: active = inhibition above about 50%; inactive = the rest.

canonical_smiles,Pf apPOL inh,mHTT CaM bind
O=C(CSc1ccc(C(F)(F)F)cc1[N+](=O)[O-])Nc1ccccc1Cl,-12.6,8.0
COc1cccc(C(=O)N2CCC(c3noc(-c4cccc(C)c4)n3)CC2)c1OC,-1.9,20.8
CCn1ncc(S(=O)(=O)NCCCn2cc(Cl)cn2)c1C,·,-3.6
COc1ccc(-c2c(C)c3cc(OCc4ccc([N+](=O)[O-])cc4)ccc3oc2=O)cc1OC,-5.5,-2.5
Cc1ccc(CNC(=O)N2CCc3c(c(-c4nc(-c5ccccc5)no4)nn3C)C2)cc1,-2.3,4.0
COc1ccc(N2COc3ccc4c(c3C2)OC(=Cc2cc(OC)c(OC)cc2OC)C4=O)cc1,-7.9,5.4
O=C(CN1CCOCC1)Nc1nnc(-c2cccs2)s1,-3.4,·
Cc1ccc(CNC(=O)C2CCCN(C(=O)Cc3cccc4ccccc34)C2)o1 (stereo not drawn),0.8,26.2
CC1CCCC(NC(=O)CN2C(=O)/C(=C/c3ccccc3F)Sc3ccccc32)C1C (stereo not drawn),-1.5,2.0
CCSc1nnc2c(n1)OC(c1ccc(O)cc1)Nc1ccccc1-2 (stereo not drawn),-4.9,-3.0
CCN1CCN(C(=O)C2COC3(CCC(C)CC3)N2C(=O)c2ccccc2F)CC1 (stereo not drawn),2.6,2.5
CCCS(=O)(=O)N1CCN(C(CC)CC)CC1,-5.0,-1.1
COc1ccc(C2C3=C(CCCC3=O)Nc3nc(SCc4ccccc4F)[nH]c(=O)c32)cc1 (stereo not drawn),-10.6,32.0
O=C(NCc1cccs1)C(=O)N1CCN(c2cccc(Cl)c2)CC1,-34.4,-0.8
CN(C)C(CNC(=O)C(=O)NCc1ccc2c(c1)OCO2)c1ccsc1 (stereo not drawn),3.0,1.9
O=C(CSc1ccc(F)cc1)NC1Cc2ccccc2C1,-14.3&-30.9,·
Cc1cc(NS(=O)(=O)c2ccc(NC(=O)c3ccc(Br)o3)cc2)no1,-9.0,-0.8
Cc1c(C(=O)NCCN2CCOCC2)oc2ccc(S(=O)(=O)N3CCOCC3)cc12,-4.7,3.0
Cc1c(Cl)c([N+](=O)[O-])nn1CC(=O)N(C)Cc1ccccc1,6.5,0.0
Cc1ccc(C(=O)NC2c3ccccc3Oc3ccccc32)cc1,-5.8,-7.0
CCOc1ccc(-c2[nH]ncc2CN2CCCC2c2cc(C(C)C)no2)cc1 (stereo not drawn),1.9,17.4
CC(=O)Nc1cccc(N2CC(C(=O)Nc3ccc(Br)c(C)c3)CC2=O)c1 (stereo not drawn),-3.5,-1.0
O=C(Nc1nnc(-c2ccccc2Cl)o1)c1ccc(S(=O)(=O)N2CCOCC2)cc1,-12.3,1.0
NC(=O)C1CCN(C2CC(=O)N(c3cccc(Cl)c3)C2=O)CC1 (stereo not drawn),-4.7,2.5
COCCN1C(=O)C(=O)C(=C(O)c2ccc(OC)c(C)c2)C1c1ccncc1 (stereo not drawn),-4.6,-0.5
COc1ccccc1C1SCCN1S(=O)(=O)c1ccc(Cl)cc1 (stereo not drawn),1.7,-16.0
O=C1CC(Sc2cccs2)C(=O)N1c1ccc(F)cc1 (stereo not drawn),-0.2&9.2,·
CCCCN(C(=O)c1noc2c1CC(C)CC2)C1CCN(C(C)=O)CC1 (stereo not drawn),-2.2,-1.6
O=C(NCc1csc(C2CCN(C(=O)c3c(F)cccc3F)CC2)n1)C1CC1,-3.6,-12.4
Clc1ccc(Cl)c(NCc2nnc3n2CCCCC3)c1,-1.1,1.0
CCOC(=O)c1cccc(NC(=O)N2CCc3c(nc(-c4ccc(OC)cc4)[nH]c3=O)C2)c1,2.1,-4.1
COc1ccccc1-n1nc(C(=O)N2CCC(Cc3ccccc3)CC2)c2ccccc2c1=O,-2.0,58.0*
COc1ccccc1NC(=O)Nc1nnc(C)s1,-6.5,-2.2
COC(=O)c1cnc2nc(C)ccc2c1Nc1cc(F)ccc1F,-2.0,1.0
Cc1cccnc1N=Cc1cc(Br)cc(Br)c1O,0.5,18.0
CCSc1sc(CC)cc1CN1C(=O)c2ccccc2C1=O,1.0,-54.0
CCNC(=O)N1CCCC(c2cccc(C(=O)N(CC)Cc3ccccc3)c2)C1 (stereo not drawn),-7.3,25.3
COc1ccc(-c2cc3cc(Br)ccc3oc2=O)cc1,-0.5,-4.0
O=C(NC1CCC(=O)N(CCSc2ccccc2)CC1)OCc1ccccc1 (stereo not drawn),-4.5,-3.0
COc1cccc(OC)c1C(=O)Nc1ccc(F)cc1,1.6&-5.8,·
COC(=O)c1ccc(Cn2nnc3ccccc32)cc1,-6.5,·
COc1ccc(Br)cc1C=C1Oc2cc(OC(C)C(=O)O)ccc2C1=O (stereo not drawn),15.2,7.3
CNC(=O)C1CN(S(=O)(=O)c2cccs2)CC12CCCCC2 (stereo not drawn),7.9,-0.9
Clc1cccc(C2C=C(c3ccc(I)cc3)Nc3nnnn32)c1 (stereo not drawn),-7.2,-3.0
CCCCc1cnc2c(c1SCC)c(=O)n(C)c(=O)n2C,-2.4,-11.6
CSc1cccc(NC(=O)N2CCc3c(c(COCc4ccccc4F)nn3C)C2)c1,-4.8,25.3
Cc1ccc(Cl)cc1NC(=O)COc1ccc([N+](=O)[O-])cc1,-8.7,-5.3
Cn1cc2c3c(cccc31)CN(C(=O)c1cccc(Cl)c1)CC2,-7.5,72.9*
CCn1ccc2c(CCC(=O)Nc3ccc(NC(C)=O)cc3)cccc21,-3.4,0.1
CCOc1ccccc1C1Nc2ccccc2NC2=C1C(=O)CC(c1ccccc1Cl)C2 (stereo not drawn),-3.1,39.0
COc1ccc(NC(=O)C2CC(=O)N(C(C)C)C2)cc1 (stereo not drawn),-1.6,-2.9
CCSc1nnc2c(n1)OC(c1cccc(OC)c1OC)Nc1ccccc1-2 (stereo not drawn),-0.3,-2.0
O=C(Nc1ccc(Cl)cc1)c1oc2ccccc2c1NC(=O)C1CC1,-6.1,-27.0
CCn1ncc(NC(=O)c2ccc(C)cc2)c(N2CCCCC2)c1=O,-2.7,-3.8
O=C1OC(c2ccc(Br)o2)=N/C1=C\c1cc(Br)cs1,0.2,1.0
O=C(Nc1nc(-c2ccc(F)cc2)cs1)c1cccnc1,-4.9,1.8

Additional results.
canonical_smiles,Pf apPOL inh,mHTT CaM bind
CNC(=O)N1CCC(n2c(C)nc(C(=O)N3CCCCC3)c2C)CC1,-10.5,-1.8
CCN1C(=O)C2C3c4ccccc4C(C(=O)O)(c4ccccc43)C2C1=O (stereo not drawn),-4.8&-6.3,-4.0&4.9
CCOc1ccccc1CN1CCN(c2ccccn2)CC1,-10.3,-5.2
CCCNC(=O)CSc1nc(-c2ccco2)cc(C(F)(F)F)c1C#N,-6.7,-18.1
COC(=O)c1cscc1OC(=O)c1ccc(C(F)(F)F)cc1,7.7,·
CCCCN(C)CCNC(=O)c1ccc2c(c1)NC(=O)C(N1CCCCC1)S2 (stereo not drawn),-18.9,-2.0
COc1ccc(CCNC(=O)CN2C(=O)C3(OCCCO3)c3ccccc32)cc1OC,-7.7,8.0
CCCN(CCC)S(=O)(=O)c1cc(Br)cc2c1N(C(C)=O)CC2,-5.3,17.0
Cn1nc(COc2cccc(F)c2)c2c1CCN(C(=O)Nc1ccc(Cl)cc1)C2,-0.2,9.2
C=CC1(C)CCC2C(O1)c1ccccc1OC2(C)C (stereo not drawn),-2.1,-8.0
O=C(CCS(=O)(=O)c1ccc(Br)s1)N1CCCc2ccccc21,-4.4,-4.0
N#CC1=C(N)OC2=C(C(=O)c3ccccc3C2=O)C1c1ccc(-c2ccccc2)cc1 (stereo not drawn),-1.6,7.6
Cc1csc(C(=O)Nc2nnc(SCCN3CCOCC3)s2)c1,-4.7,3.0
Fc1ccc(N2CCN(c3ncnc4c3nc3n4CCCCC3)CC2)cc1,-5.9,-1.5
Cc1cccc(OCC(=O)N2CCC(c3cnn(-c4cccc(C)c4)c3)CC2)c1,-6.7,35.4
O=C(Cc1cccs1)NCC1CCN(Cc2ccccc2)CC1,-5.3,-13.7
Cc1nn(C)c(C)c1N1C(=O)c2ccccc2C1=O,-1.0,-2.5
Brc1ccc(C2=CC(c3cccc(Br)c3)n3ncnc3N2)cc1 (stereo not drawn),-0.8,6.0
O=C1N=C(N2CCOCC2)S/C1=C\c1cn[nH]c1-c1ccccc1,-1.7,-1.0
CSc1ccc(CN2CC(c3nc(C)no3)C2)cc1,-6.5,-18.4
Cc1cc(/C=C2\NC(=O)NC2=O)c(C)n1-c1ccc(Cl)c(Cl)c1,-2.9,100.0*
Cc1c(C#N)c(Sc2ccccc2N)nc2ccccc12,-0.1,·
COc1ccc(C=Nc2ccc(N(C)C(C)=O)cc2)cc1,0.8,1.0
CCc1onc(C)c1C1CCCN1C(=O)Cc1ccc(F)cc1Cl (stereo not drawn),-1.3,-4.3
COc1ccc(NC(=O)N2CCN(C3=CC4=NC(C)CN4C=N3)CC2)c(C)c1 (stereo not drawn),1.6,1.2
O=C(Nc1nnc(-c2cc(Cl)sc2Cl)o1)c1cnccn1,-5.5,-15.4
Cc1ccc(C(=O)N2CCC3(CC2)NC(=O)c2cc(F)c(F)cc2N3)cc1,1.5,6.5
Cc1cc(O)c(CN(C)C)c2c1C(=O)C(=Cc1cccs1)O2,-7.5,5.9
Clc1ccc(SCc2csc(-c3ccc(Cl)cc3)n2)cc1,-4.7&5.7,·
CC(C)CNC1=CC(=O)CC(c2ccco2)C1 (stereo not drawn),-10.1,18.9
CCN(CC)C(=O)c1sc2ncn(CC(=O)Nc3cccc(C(F)(F)F)c3)c(=O)c2c1C,-3.4,19.0
CSc1nc2c(c(Nc3ccccc3C)n1)CCC2,-13.6,2.2
Clc1ccc(-c2nnc(-c3ccccc3Br)o2)cc1,-1.3,-11.6
COc1ccc(-c2[nH]nc3c2C(c2c(F)cccc2Cl)C(C#N)=C(N)O3)cc1OC (stereo not drawn),-1.7,22.0
COc1ccc(-c2noc(-c3ccc(F)cc3)n2)cc1,-1.3,-9.2
CCOC(=O)CC[C@@H]1CC[C@]2(CCCN(C(=O)C(C)(C)C)C2)O1,-2.7,1.8
O=C(O)CCCCCNC(=O)c1cc(=O)[nH]c(=O)[nH]1,·,-4.7
Cc1ccccc1N1CCN(C(=O)C2CCCN(c3nnc4cccc(C)n34)C2)CC1 (stereo not drawn),-4.1,46.2
Cc1nc(-c2ccncc2)nc2c1CCC(=O)N2Cc1cccnc1,4.0,-9.9
O=C(Nc1ccc(Cl)c(-c2nc3cc(Cl)ccc3o2)c1)c1ccc([N+](=O)[O-])o1,0.8,4.0
Fc1ccc(-c2nnc(Cc3nc(-c4cccc(C(F)(F)F)c4)no3)o2)cc1,-7.6,-5.9
CCc1ccc(S(=O)(=O)NCCC2CCN(C(=O)c3ccc(F)cc3)CC2)cc1,-2.2,39.3
Cc1ccccc1NC(=O)N1CC(C)Oc2ccc(Cl)cc21 (stereo not drawn),-5.0,-12.2
COc1ccc(CNc2ccc(F)c(Cl)c2)c(OC)c1OC,-5.3,54.1*
CC(C)(C)NNC(=O)c1ccccc1N,-0.1,·
O=C(CCN1C(=O)CCC1=O)Nc1nncs1,-12.5,-1.1
Cc1ccc(Nc2nc(-c3ccc(F)cc3)cs2)cc1C,-0.8,97.9*
Cc1ccccc1C(=O)Nc1ccc(N2CCCN(Cc3ccc(F)cc3)CC2)nc1,-4.0,11.8
O=C(COc1ccc(C2=NN(C(=O)c3cccs3)C(c3ccccc3)C2)cc1)NCCO (stereo not drawn),-1.7,13.3
CC(C)CNC(=O)c1nn(-c2ccc(F)cc2)c2ncccc12,-5.4,-12.2
O=C(Nc1c2c(nn1-c1ccc([N+](=O)[O-])cc1)CS(=O)(=O)C2)c1ccc2c(c1)OCO2,-1.6,7.0
O=C1C2CC(CC1(Br)Br)C(=O)C(Br)(Br)C2,13.7,·
Cc1ccc(CNC(=O)c2c[nH]n3c(=O)cc(CSc4ccc(Cl)cc4)nc23)cc1,46.7,65.0*
COCCNC(=O)C1CCN(c2nc3ccc(-c4cccc(OC)c4)nc3s2)CC1,-4.6,2.5
COc1cccc(OC)c1C(=O)Nc1cccc(Cl)c1,2.8,-0.4
O=C(NCC1CCCO1)C1c2ccccc2C(=O)N1Cc1ccc2c(c1)OCO2 (stereo not drawn),-5.4,2.0

The order is random; 3.6% or so of the library scored in one or more.
